# Bioassay records as filed in PubChem BioAssay.
# N370S GC: N370S glucocerebrosidase modulation, Gaucher chaperone candidate; N370S GC spleen homogenate, 4MU-glucoside fluorescence; P04062; actives 0.092% (n = 330,000); Potency, µM (titrated, usually from 59.4 µM), for inactives: top-dose activity change, negative = inhibition, usual class: inhibitors;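 note: 0% = full enzyme activity and -100% = no enzyme basal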
# FEN1 inh: blocks human flap endonuclease 1; Potency, µM (series often up to 114 µM), without a hit: at the highest dose activity change, negative = inhibition, actives largely listed as inhibitors; actives 0.35% (n = 390,000); AID 588795; Recombinant FEN1 flap cleavage, fluorescence, 15 min; note: nearly all actives have a fitted effect of over 65% in size
# Target sequence (P39748 whole entry, looked up): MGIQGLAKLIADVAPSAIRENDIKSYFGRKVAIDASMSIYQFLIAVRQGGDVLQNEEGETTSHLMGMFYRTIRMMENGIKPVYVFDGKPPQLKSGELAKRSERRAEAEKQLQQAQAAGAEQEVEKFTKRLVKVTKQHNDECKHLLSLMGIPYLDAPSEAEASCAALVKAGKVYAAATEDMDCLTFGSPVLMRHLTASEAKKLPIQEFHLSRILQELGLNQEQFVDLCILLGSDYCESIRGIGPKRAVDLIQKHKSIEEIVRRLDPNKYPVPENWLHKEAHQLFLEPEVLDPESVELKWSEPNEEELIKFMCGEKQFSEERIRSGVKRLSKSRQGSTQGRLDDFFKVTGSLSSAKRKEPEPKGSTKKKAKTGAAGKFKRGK
#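 Read-out was taken twice, immediately and after 15 min, following addition of 50 nM substrate to 10 nM FEN1 that had sat with test compound for 15 min at room temperature. Curves came from a four-parameter Hill model.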
# TDP1 block: TDP1 (human) enzyme inhibition; Q9NUW8; recombinant TDP1, AlphaScreen DNA substrate cleavage; Potency, µM (highest dose often 130 µM), without a hit: at the top dose activity change, negative = inhibition, most hits filed as inhibitors; actives 0.28% (n = 350,000); AID 485290; note: nearly all actives have a fitted effect of over 40% in size
# Target sequence (Q9NUW8 whole entry, looked up): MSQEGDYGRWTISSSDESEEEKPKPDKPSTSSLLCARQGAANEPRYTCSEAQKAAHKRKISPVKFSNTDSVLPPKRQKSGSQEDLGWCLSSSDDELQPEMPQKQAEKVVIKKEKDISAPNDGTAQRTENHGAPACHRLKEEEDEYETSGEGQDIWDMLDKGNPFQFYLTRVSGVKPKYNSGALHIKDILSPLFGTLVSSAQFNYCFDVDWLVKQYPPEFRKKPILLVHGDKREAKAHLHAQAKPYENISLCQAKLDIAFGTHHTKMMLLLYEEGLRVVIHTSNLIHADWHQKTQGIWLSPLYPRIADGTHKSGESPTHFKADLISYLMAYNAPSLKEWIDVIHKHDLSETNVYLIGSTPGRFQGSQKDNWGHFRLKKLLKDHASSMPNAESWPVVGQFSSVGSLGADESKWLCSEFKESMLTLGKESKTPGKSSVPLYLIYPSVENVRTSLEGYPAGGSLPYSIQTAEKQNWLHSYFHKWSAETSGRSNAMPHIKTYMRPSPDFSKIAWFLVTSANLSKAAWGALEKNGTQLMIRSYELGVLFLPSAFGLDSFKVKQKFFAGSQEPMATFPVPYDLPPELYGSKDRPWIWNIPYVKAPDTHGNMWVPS
#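 AlphaScreen read-out: signal falls as enzyme removes the 3' tyrosine-FITC from a 5'-biotinylated DNA oligo (15 nM, 5 min, RT). Enzyme was E. coli-made recombinant Tdp1 at 1 nM, exposed to compound for 15 min beforehand; beads 10 ug/ml, 10 min.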
# The depositor's hits bear a star; ? = inconclusive; / = not tested or not shown; & = joins results of further samples; [ ] = dose if it differs, or a comment. Calls come from the whole dose curve; as a rule, active = well fitted curve in the direction sought with a large enough effect; inconclusive = small, poorly fitted or top-dose-only effect, or another doubt; inactive = no such curve, though single readings can be large; an effect the other way counts as inactive or inconclusive. Unless noted, % is set by controls: 0 for no effect and ±100 for the full control effect; potency is the fitted concentration of half-maximal effect.
smiles	N370S GC	FEN1 inh	TDP1 block
CC1=C(/C=C/C(C)=C/C=C/C(C)=C/C(=O)O)C(C)(C)CCC1O (stereo not given)	?	/	11%
CCOC(=O)/C=C/C(=O)Nc1ccc(S(=O)(=O)Nc2cc(C)on2)cc1	-1%	-13%	/
CCCCCn1c(CCCNC(=O)c2ccc(Cl)cc2)nc2ccccc21	/	-28%	5%
COC(=O)Nc1ccc(S(=O)(=O)N2CCCCC2)cc1	-2%	-2%	-1%
CC(C)=CC(=O)OCC(=O)Nc1cc(C)cc(C)c1	13%	4%	3%
O=C(Nc1cccc(Cl)c1)C1CCCN(C2=NS(=O)(=O)c3ccccc32)C1 (stereo not given)	-1%	-6%	0%
CC(C)(C)OC(=O)C[C@@H]1C/C=C\C[C@@H](CC(=O)NCCO)C(=O)N2CCC[C@H]2COC1=O	/	2%	0%
CC(C)c1nnc(NC(=O)CCC(=O)N2CCN(c3ccc(F)cc3)CC2)s1	-2%	19%	4%
CCn1c(CNS(=O)(=O)c2ccc(Br)cc2)n[nH]c1=S	-10%	3%	4%
CC(C)CC(=O)c1c[nH]c(C(=O)NCC2CCCO2)c1 (stereo not given)	10%	2%	4%
CCc1ccccc1N1CC23C=CC(O2)C(C(=O)OC)C3C1=O (stereo not given)	5%	-15%	-1%
Cc1ccc(CNC(=O)c2ccc(NS(=O)(=O)c3cccs3)cc2)cc1	7%	-17%	14%

# Whole records as entered above. Order of values: N370S GC, FEN1 inh, TDP1 block
# `CC(C)c1nnc(NC(=O)CCC(=O)N2CCN(c3ccc(F)cc3)CC2)s1` in the list: -2%, 19%, 4%
# `CCOC(=O)/C=C/C(=O)Nc1ccc(S(=O)(=O)Nc2cc(C)on2)cc1` in the list: -1%, -13%, /
# `CC1=C(/C=C/C(C)=C/C=C/C(C)=C/C(=O)O)C(C)(C)CCC1O` (stereo not given) in the list: ?, /, 11%
# `CC(C)(C)OC(=O)C[C@@H]1C/C=C\C[C@@H](CC(=O)NCCO)C(=O)N2CCC[C@H]2COC1=O` in the list: /, 2%, 0%
# `CC(C)CC(=O)c1c[nH]c(C(=O)NCC2CCCO2)c1` (stereo not given) in the list: 10%, 2%, 4%

# Continued.
smiles	N370S GC	FEN1 inh	TDP1 block
CCCCN1C(C(=O)c2ccccc2)=C(OC(C)=O)c2ccccc2S1(=O)=O	/	?	7%
O=S(=O)(Nc1nc2ccccc2nc1-[n+]1cccc(N=C([O-])c2ccc(Cl)cc2)c1)c1ccccc1	12%	2%	8%
COc1ccc(CNC(=O)CN(C(=O)c2snc(C(N)=O)c2N)c2ccc(OC)c(OC)c2)cc1	?	-7%	12%
CNC(=O)COC(=O)c1cc(-c2ccccc2)nn1-c1ccccc1	-10%	14%	-3%
COc1ccc(/C=N/NC(=O)c2ccc(N(C)S(=O)(=O)c3ccccc3)cc2)cc1OC	2%	-3%	3%
Cc1ccccc1OCC(=O)NCC(=O)OC(c1ccccc1)c1ccccc1	/	-4%	0%
COc1ccc(CN(C)Cc2cc(=O)n3ccsc3n2)c(OC)c1OC	-5%	4%	9%
CCOc1ccc(/C=C/C(=O)Nc2cccc(C(C)=O)c2)cc1	-1%	-3%	3%
COC(=O)C1=C(C)N(C)C(C)=C(C(=O)OC)C1c1ccsc1	-6%	7%	4%
O=C(CCC(=O)N1CCN(c2ccc(C(F)(F)F)cn2)CC1)c1cccs1	/	15%	0%
Cc1cc2oc(=O)cc(Cn3ncc(Cl)c(Cl)c3=O)c2cc1Cl	15%	-9%	3%
O=C(c1cc(Cl)ccc1OCc1ccccc1)N1CCOCC1	-12%	-1%	3%[56.1 µM]
Cc1c(C(=O)NCc2ccoc2)oc2ccc3c(c12)C(=O)CC(C)(C)O3	-4%	-13%	-2%
CCN(CC(=O)NCc1ccc(Cl)cc1)C(=O)C(C)Sc1ccccc1 (stereo not given)	-6%	2%	1%
CN(C)c1ccc(C=NC(CO)C(O)c2ccc([N+](=O)[O-])cc2)cc1 (stereo not given)	-16%	2%	1%
CCCc1cc(=O)[nH]c(SCc2nc3ccccc3s2)n1	?	2%	4%
O=C(CNC(=S)N(Cc1ccccc1)Cc1cccnc1)N1CCOCC1	-2%	1%	0%
Cc1ccc(OCc2cc(C(=O)N(CCO)Cc3cccs3)no2)cc1C	-14%	-2%	0%
COc1ccc(C(=O)c2cc([N+](=O)[O-])ccc2N2CCN(C)CC2)cc1	?	-19%	-1%
Nc1ncnc2c1ncn2[C@@H]1O[C@H](C(=O)NC2CC2)[C@@H](O)[C@H]1O	3%	/	10%
CC1CC(C)CN(S(=O)(=O)c2ccc(C(=O)N3CCOCC3)cc2)C1 (stereo not given)	-5%	-1%	2%
O=C(NCc1cccc(C(F)(F)F)c1)C1CCCN(c2ncccn2)C1 (stereo not given)	-24%	-3%	7%
O=C(Nc1nc(-c2ccc(S(=O)(=O)N3CCCC3)cc2)cs1)c1cccs1	-2%	-7%	5%
CC(=O)c1sc(-c2ccccc2)cc1NS(=O)(=O)c1ccccc1	-2%	1%	-1%

COCCNC(=O)CN1N=C(c2ccc(C)cc2)CCC1=O
  N370S GC = -6%
  FEN1 inh = 1%
  TDP1 block = /
CC(=O)O/C(=C\c1cn(C(C)=O)c2ccccc12)C(=O)O
  N370S GC = -7%
  FEN1 inh = 9%
  TDP1 block = -3%
CC(C)C(NC(=O)c1ccco1)C(=O)NC1CCCCCC1 (stereo not given)
  N370S GC = 4%
  FEN1 inh = -2%
  TDP1 block = 0%
Cc1ccc(S(=O)(=O)N2CCOCC2)cc1C(=O)OCC(=O)NCc1ccccc1
  N370S GC = 2%
  FEN1 inh = -2%
  TDP1 block = /
CCN1C(=O)/C(=C2/C(=O)N3c4c(cc(OC(C)=O)cc42)C(C)=CC3(C)C)SC1=S
  N370S GC = 2%
  FEN1 inh = -4%
  TDP1 block = 5%
CCN(CC)C(=O)CSc1nnc2nnc3cc(OC)ccc3n12
  N370S GC = -2%
  FEN1 inh = -4%
  TDP1 block = 1%
Cc1ccc(S(=O)(=O)NCCSc2nnnn2C)cc1
  N370S GC = -6%
  FEN1 inh = -6%
  TDP1 block = -5%
CNS(=O)(=O)c1cn(CC(=O)NCc2ccccc2OC)cc1S(=O)(=O)NC
  N370S GC = -6%
  FEN1 inh = -12%
  TDP1 block = /
CC(C)(C)CC(=O)NCCCN1CCOCC1
  N370S GC = -2%
  FEN1 inh = -2%
  TDP1 block = 3%
CCOc1ccc(-n2ccn(CC(=O)NCCc3ccccc3)c(=O)c2=O)cc1
  N370S GC = 5%
  FEN1 inh = 8%
  TDP1 block = /
CSc1nnc(C)c(=O)n1COC(=O)c1ccc([N+](=O)[O-])cc1
  N370S GC = 2%
  FEN1 inh = -8%
  TDP1 block = 0%
O=c1[nH]c(CN2CCN(c3ccccc3)CC2)nc2scc(-c3ccccc3)c12
  N370S GC = -2%
  FEN1 inh = -7%
  TDP1 block = 6%
CC(NCC(O)COC1CCC(C(C)(C)C)CC1)c1ccccc1 (stereo not given)
  N370S GC = -11%
  FEN1 inh = 12%
  TDP1 block = 7%
COc1cc(C=C(c2nc3ccccc3s2)c2nc3ccccc3s2)cc(OC)c1O
  N370S GC = 7%
  FEN1 inh = -10%
  TDP1 block = 8%
Cc1ccc(NC(=O)c2cccc(Cl)c2)nc1
  N370S GC = 11%
  FEN1 inh = -3%
  TDP1 block = 1%

# Shown with the structure last: entries from further up
N370S GC | FEN1 inh | TDP1 block | compound
5% | 8% | / | CCOc1ccc(-n2ccn(CC(=O)NCCc3ccccc3)c(=O)c2=O)cc1
2% | -8% | 0% | CSc1nnc(C)c(=O)n1COC(=O)c1ccc([N+](=O)[O-])cc1

# New compounds follow:
C[C@H]1CCC[C@@]2(C)CCCC[C@]12O
  N370S GC = -1%
  FEN1 inh = /
  TDP1 block = 6%
COc1ccc(NC(=O)c2cccc(N3C(=O)C4CCC(C)CC4C3=O)c2)c(OC)c1 (stereo not given)
  N370S GC = -7%
  FEN1 inh = -15%
  TDP1 block = /
COc1ccc(-c2[nH]ncc2CN(C)CCN2CCOCC2)cc1F
  N370S GC = -3%
  FEN1 inh = -6%
  TDP1 block = 0%
C=C(C)[C@H]1CC[C@]2(C(=O)O)CC[C@]3(C)[C@@H](CC[C@H]4[C@@]5(C)CC[C@@H](O)C(C)(C)[C@@H]5CC[C@@]43C)[C@H]12
  N370S GC = 1%[21.6 µM]
  FEN1 inh = /
  TDP1 block = 4%[56.1 µM]
Cc1nc(N)sc1-c1csc(Nc2cccc(O)c2)n1
  N370S GC = -17%
  FEN1 inh = -9%
  TDP1 block = 11%
Cc1cccn2c(CNCCCn3ncc4ccccc43)c(C(=O)N3CCCCC3)nc12
  N370S GC = -1%
  FEN1 inh = -2%
  TDP1 block = 5%
CC(OC(=O)C1CC(O)CN1S(=O)(=O)c1ccccc1[N+](=O)[O-])C(=O)N1CCCCC1 (stereo not given)
  N370S GC = 2%
  FEN1 inh = 5%
  TDP1 block = -2%
c1ccc(Oc2cc(-c3ccccc3)ncn2)cc1
  N370S GC = 3%
  FEN1 inh = 9%
  TDP1 block = -2%
Cc1cc(C)n(CCSCC(=O)O)n1
  N370S GC = -4%
  FEN1 inh = -5%
  TDP1 block = 2%
O=c1cc(NCc2ccccc2)nc2n1CCCS2
  N370S GC = -1%
  FEN1 inh = -8%
  TDP1 block = 0%
CC(C)c1ccccc1NC(=S)NC1CCCCC1
  N370S GC = -12%
  FEN1 inh = 0%
  TDP1 block = 10%
CC1=C(C(=O)Nc2ccc(C)cc2C)C(c2ccc(C)o2)NC(=S)N1 (stereo not given)
  N370S GC = 17%
  FEN1 inh = -2%
  TDP1 block = 1%
COc1ccc(Cl)cc1NC(=O)Cn1cc(C(=O)c2ccncc2)c(=O)c2cc(C)ccc21
  N370S GC = /
  FEN1 inh = -1%
  TDP1 block = 7%
CCCCC/C=C\C/C=C\C/C=C\CC1OC1CCCC(=O)O (stereo not given)
  N370S GC = 11%&1%
  FEN1 inh = /
  TDP1 block = 9%&4%
O=C1OCCN1C(=O)[C@H]1[C@H](c2ccc(F)cc2)C(c2ccccc2)=NN1c1ccccc1
  N370S GC = 2%
  FEN1 inh = 3%
  TDP1 block = -5%[56.1 µM]

# 4 compounds from above, arranged by the number in N370S GC, smallest number first:
Cc1nc(N)sc1-c1csc(Nc2cccc(O)c2)n1
  N370S GC = -17%
  FEN1 inh = -9%
  TDP1 block = 11%
CC(C)c1ccccc1NC(=S)NC1CCCCC1
  N370S GC = -12%
  FEN1 inh = 0%
  TDP1 block = 10%
C[C@H]1CCC[C@@]2(C)CCCC[C@]12O
  N370S GC = -1%
  FEN1 inh = /
  TDP1 block = 6%
O=C1OCCN1C(=O)[C@H]1[C@H](c2ccc(F)cc2)C(c2ccccc2)=NN1c1ccccc1
  N370S GC = 2%
  FEN1 inh = 3%
  TDP1 block = -5%[56.1 µM]

# Later entries.
CCCn1c(C)nc2c(NCCOC)nc(C)nc21
  N370S GC = 19%
  FEN1 inh = /
  TDP1 block = 6%
O=C(O)c1ccc(NS(=O)(=O)c2cccc(C(=O)Nc3ccccc3[N+](=O)[O-])c2)cc1
  N370S GC = -10%
  FEN1 inh = -9%
  TDP1 block = /
CCOc1ccc2oc(C(=O)NC3CCN(Cc4ccccc4)CC3)c(C)c2c1
  N370S GC = -10%
  FEN1 inh = -12%
  TDP1 block = -2%
COc1cccc(NC(=O)C(Cc2ccccc2)NS(=O)(=O)c2ccc3c(c2)c(=O)n(C)c(=O)n3C)c1 (stereo not given)
  N370S GC = /
  FEN1 inh = -12%
  TDP1 block = 3%
Cc1nn(-c2ccccc2)c(C)c1[N+](=O)[O-]
  N370S GC = 1%
  FEN1 inh = 0%
  TDP1 block = 4%
COCCn1c(C)cc2c(c1=O)C(c1ccco1)C(C#N)=C(N)O2 (stereo not given)
  N370S GC = -1%[12.8 µM]
  FEN1 inh = -2%
  TDP1 block = 1%
Cc1cc(C)c(S(=O)(=O)N2CCCC2=O)c(C)c1N(C)S(C)(=O)=O
  N370S GC = -2%
  FEN1 inh = -13%
  TDP1 block = /
CCOC(=O)N1CCN(C(=O)CCC2CCCC2)CC1
  N370S GC = 26%
  FEN1 inh = 4%
  TDP1 block = 3%
O=C(Nc1ccon1)Nc1ccc(F)cc1F
  N370S GC = 3%
  FEN1 inh = 13%
  TDP1 block = 3%[56.1 µM]
S=C(NCCNC(=S)Nc1ccccc1)Nc1ccccc1
  N370S GC = -10%
  FEN1 inh = 3%
  TDP1 block = /
Cc1ccc(NC(=O)CSCC(=O)Nc2ccccc2C(=O)N2CCCCC2)cc1
  N370S GC = -3%
  FEN1 inh = 2%
  TDP1 block = 0%
COc1cc(OC)c(C#N)c(S(=O)(=O)Cc2ccccc2)c1
  N370S GC = 3%
  FEN1 inh = -6%
  TDP1 block = -1%
CC(=O)c1ccc(N(CC(=O)NCCc2ccccc2)C(=O)c2csnn2)cc1
  N370S GC = -7%
  FEN1 inh = 3%
  TDP1 block = 3%

# Part of the list above, with values under each structure:
# Fields – N370S GC, FEN1 inh, TDP1 block
CCOC(=O)N1CCN(C(=O)CCC2CCCC2)CC1
    26%, 4%, 3%
O=C(O)c1ccc(NS(=O)(=O)c2cccc(C(=O)Nc3ccccc3[N+](=O)[O-])c2)cc1
    -10%, -9%, /
COc1cc(OC)c(C#N)c(S(=O)(=O)Cc2ccccc2)c1
    3%, -6%, -1%
